# Bioassay records as filed in PubChem BioAssay.
# STAT1 act – activators of IFN-gamma induced STAT1 signaling; actives 2.6% (n = 200,000); activation (% of control), % at 5.5 µM; NIH 3T3 STAT1-luciferase reporter, luminescence; 100% = IFN-gamma alone, no compound; AID 932;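 active means activation above the screen-wide mean activation plus 3 SD, cut at about 130% in these data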;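 further: raw ratio to IFN-gamma control signal so 100% means no change and 0% no light; values of inactives mirror those of a sister screen read the other way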
# STAT1 blocker – STAT1 signaling inhibition. NIH 3T3 STAT1-luciferase reporter, IFN-gamma, luminescence. inhibition, % at 5.5 µM. actives 0.35% (n = 200,000);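 active means inhibition above a set limit, the mean inhibition across all tested compounds plus 3 SD, cut at about 34% in these data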;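 further: 0% = IFN-gamma with DMSO and 100% = IFN-gamma with 300 µM nifuroxazide; values of inactives mirror those of a sister screen read the other way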
# STAT3 inh – inhibitors of IL-6 induced STAT3 signaling; AID 862; U3A cells, IL-6 STAT3-luciferase reporter, luminescence; host cell line lacks STAT1; actives 0.89% (n = 190,000); inhibition, % at 5.5 µM;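 active means inhibition above the mean inhibition across all screened compounds plus 3 SD, cut at about 44% in these data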;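 further: 0% = DMSO only wells and 100% = 100 µM nifuroxazide control wells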
# STAT3 activator – increases IL-6 driven STAT3 reporter signal | activation (% of control), % at 5.6 µM | AID 871 | actives 0.91% (n = 190,000) | U3A cells, IL-6 STAT3-luciferase reporter, luminescence; 100% = signal with IL-6 EC80 alone;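 active means activation above the screen-wide mean of compound activation plus 3 SD, cut at about 130% in these data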;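 further: 0% = background luminescence of wells with medium and substrate only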
#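 Material: human STAT1-deficient U3A cells with stable STAT3-luciferase reporter / Probe or stimulus: IL-6 stimulus at 33 ng/mL final / Schedule: 1 h compound pre-exposure, 6 h IL-6 stimulation, 37 °C / Technique: luminescence / Read-out basis: percent of IL-6-only median luminescence / Control set: IL-6-only high control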
# Hsp70 activator – Hsp70 transcriptional activation, primary screen. actives 0.04% (n = 200,000). activation, % at 10 µM. HeLa Hsp70 promoter luciferase reporter, luminescence; scaled: vehicle 0, proteasome-inhibitor control 100%;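 active means activation above the mean across all tested compounds plus 3 SD, cutoff set per campaign, cut at about 5.5% in these data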;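 further: 100% = MG132 at 30 µM as the positive control and 0% = DMSO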
# APP 5'UTR act – activates APP 5'UTR luciferase reporter; SH-SY5Y APP 5'UTR luciferase reporter, luminescence; zero percent = DMSO vehicle wells; activation, % at 2 µM; actives 1% (n = 190,000); AID 1276;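 active means activation above a set limit, based on mean plus 3 SD of controls, cut at about 140% in these data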; further: values of inactives mirror those of a sister screen read the other way
# APP transl inh – APP translation inhibition. SH-SY5Y APP 5'UTR-luciferase reporter, luminescence. inhibition, % at 2 µM. actives 0.82% (n = 190,000);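 active means inhibition above a set limit, derived from the sample mean plus 3 SD, cut at about 45% in these data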; further: values of inactives mirror those of a sister screen read the other way
# FLuc inhib CS – inhibits firefly luciferase, flagging false hits in luciferase inhibition screens | inhibition, % at 10 µM | ATPLite firefly luciferase biochemical luminescence, 10 min | P08659 | actives 1.5% (n = 200,000);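 active means inhibition above about 50% when tested at 10 µM, limit read from the data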
# Target sequence (P08659 whole entry, looked up): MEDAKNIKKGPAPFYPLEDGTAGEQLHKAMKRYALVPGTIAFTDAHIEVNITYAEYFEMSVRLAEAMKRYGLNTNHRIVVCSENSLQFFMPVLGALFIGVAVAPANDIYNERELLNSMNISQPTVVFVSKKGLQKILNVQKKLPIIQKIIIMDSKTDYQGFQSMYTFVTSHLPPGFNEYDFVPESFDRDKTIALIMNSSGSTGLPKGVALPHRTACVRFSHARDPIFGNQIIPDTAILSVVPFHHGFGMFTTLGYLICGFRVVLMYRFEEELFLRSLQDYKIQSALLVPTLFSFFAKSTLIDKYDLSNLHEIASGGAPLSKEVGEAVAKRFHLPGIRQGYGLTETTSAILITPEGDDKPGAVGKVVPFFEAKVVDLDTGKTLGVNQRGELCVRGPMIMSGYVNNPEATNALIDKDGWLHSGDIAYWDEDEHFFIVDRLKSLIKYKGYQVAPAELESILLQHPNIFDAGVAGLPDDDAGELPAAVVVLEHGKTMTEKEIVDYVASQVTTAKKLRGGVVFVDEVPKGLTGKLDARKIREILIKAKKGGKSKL
# NF-kB expr up – NF-kB expression increase, human neuronal cells; NF-kB reporter expression; stronger effect = higher value; fold change at 12.5 µM; actives 1.6% (n = 190,000); AID 1239; in the data active means fold change above about 3.3
# RAM inhibit – blocks the yeast RAM network; S. cerevisiae dse1pr::URA3 reporter, 5-FOA growth OD615, 2 d; analog-sensitive cbk1-as2 kinase mutant strain; inhibition, % at 50 µM; actives 1.8% (n = 190,000);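 active means inhibition above a set limit, 3 SD over mean compound inhibition, cut at about 8.4% in these data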;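 further: 0% = DMSO-only wells with no growth and 100% = 10 µM 1-NA-PP1 full growth; inhibition rescues growth on 5-FOA so higher OD means more RAM inhibition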
# Starred values were filed as active, the others as inactive; / = no result given.
SMILES,STAT1 act,STAT1 blocker,STAT3 inh,STAT3 activator,Hsp70 activator,APP 5'UTR act,APP transl inh,FLuc inhib CS,NF-kB expr up,RAM inhibit
O=C(c1ccc2nc3ccc(Cl)cc3c(=O)n2c1)N1CCOCC1,93,8,5,100,0.0,-3,3,1,1.4,0.3
O=C(O)c1ccc(-n2c(-c3ccccc3)n[nH]c2=S)cc1,97,3,-7,109,-0.3,-7,7,6,0.96,0.8
C/C(CC(=O)NC(C)C)=N\NC(=O)COc1cc(C)c(Br)cc1Br,103,-4,-4,102,-0.1,3,-3,0,0.95,1.8
Cc1ccc(NC2=C(N3CCOCC3)C(=O)c3ccccc3C2=O)cc1,128,-31,9,101,0.2,151*,-151,56*,1.8,0.1
C=CCNC(=O)c1ccccc1NC(=O)c1cccc2ccccc12,105,0,2,99,-0.5,14,-14,-3,0.63,3.1
COCCNC(=O)c1csc2c1CCCC2,99,1,8,95,0.5,-5,5,-6,1.1,0.9
Cc1ccc(C)c(NC(=O)CS(=O)(=O)c2c[nH]c3ccccc23)c1,101,-1,0,105,-0.4,8,-8,-8,0.86,-0.7
Cc1cc2ccccc2c(=O)n1CC(=O)Nc1ccc2c(c1)OCCO2,95,6,-1,103,-0.2,-1,1,-4,1.1,5.0
O=C1c2ccccc2NC(c2ccc(-c3ccc(Br)cc3)o2)N1O (configuration not stated),98,3,21,85,0.0,-7,7,-7,1,-1.2
CC1CCCC(NC(=O)CN(C)S(=O)(=O)c2cccc3cccnc23)C1C (configuration not stated),98,2,-10,112,-0.3,-3,2,-5,0.86,3.9
Cc1ccc(OCCn2c(=S)[nH]c3c(N)ncnc32)cc1,111,-14,-4,105,-0.2,-3,3,8,0.97,1.6
Cc1cc(S(=O)(=O)NC(C)C)ccc1OCC(=O)Nc1ccc2c(c1)OCCO2,99,-1,7,97,-0.4,-8,8,-1,1.2,-0.1
CN1C(=O)C2C(c3ccc(N(C)C)cc3)NN(Cc3ccccc3)C2C1=O (configuration not stated),101,-1,19,90,0.0,-13,13,-3,0.92,2.5
COCCNC(=S)NNC(=O)CSCc1ccc(Cl)cc1Cl,92,9,10,99,-0.2,-2,2,0,1.2,-0.7
COc1ccc(C(c2nnnn2C2CCCC2)N2CCN(C3CCCC3)CC2)cc1OC (configuration not stated),94,6,10,94,-0.1,-9,9,-11,1.1,2.4
O=C(COc1ccc(F)cc1)NCC1CCCO1 (configuration not stated),107,-8,-1,104,0.2,5,-5,-4,1,0.1
COc1ccc(C(CC(=O)c2ccc(C)cc2)Nc2ccc([N+](=O)[O-])cc2)cc1 (configuration not stated),107,-8,-12,110,-0.4,16,-16,-9,0.98,3.4
O=C(O)CC1CCC(=C(Cl)Cl)C1 (configuration not stated),98,2,-1,104,0.3,-3,3,-6,0.86,0.5
Cc1ccc(NC(=S)N2CCC(N(C)CC3CCCO3)CC2)c(C)c1 (configuration not stated),105,-5,8,99,-0.2,/,/,-6,1.3,0.0
FCCCOc1ccc(-c2nccc(-c3ccc(F)cc3)n2)cc1,108,-9,21,87,-0.3,6,-6,-2,1.2,3.4
COc1ccccc1C(=O)ON=C1c2ccccc2-c2ccccc21,101,-1,3,96,-0.4,9,-9,4,2,7.6
CO/N=C/NC(=O)c1cn(-c2ccc(F)cc2)c(=O)c2ccccc12,98,2,10,98,0.0,15,-15,2,1,0.9
CCC(=O)Nc1cccc(C(=O)/C=C/c2cc(Br)ccc2OC)c1,93,8,17,85,0.6,-75,75*,-3,2.8,9.6*
Cc1cccc(S(=O)(=O)c2c(N)n(/N=C/c3ccccc3)c3nc4ccccc4nc23)c1,102,-2,32,77,0.0,4,-4,-6,1.2,7.6
O=C(O)CCCn1cc(NC(=O)c2ccc(Br)o2)cn1,96,2,16,91,-0.2,10,-10,-1,1.1,-0.1
OC1(c2ccccc2F)CCN(Cc2nnnn2Cc2ccc(F)cc2)CC1,106,-8,0,104,-0.5,10,-10,-4,0.88,1.1
CCOC(=O)C1CCN(C(=O)CCS(=O)(=O)c2ccc3c(c2)CCN3C(C)=O)CC1,100,0,6,99,-0.5,-7,7,-8,1.3,1.2
Cc1ccc(-c2nn3c(C)nnc3s2)cc1NCc1c(F)cccc1Cl,98,2,18,84,-0.3,-11,11,-11,0.99,3.5
CC(C)(C)n1nnnc1C(c1cccnc1)N(Cc1ccccc1)Cc1ccco1 (configuration not stated),91,10,11,94,0.3,1,-1,-4,0.78,-0.4
O=C(NNc1ccccc1[N+](=O)[O-])Nc1ccc(Cl)c(Cl)c1,105,-6,-5,105,-0.4,15,-15,-5,0.91,2.5
COc1ccccc1NS(=O)(=O)c1ccc(N/N=C/c2c(C)nn(-c3ccccc3)c2N2CCCC2)c([N+](=O)[O-])c1,100,0,-1,101,-0.1,-1,1,1,1,9.6*
O=C(CN1C(=O)NC2(CCCCCC2)C1=O)Nc1ccc(S(=O)(=O)N2CCOCC2)cc1,100,0,-11,109,-0.4,25,-25,-7,0.98,0.5
Cn1c(=O)c2c(nc(N3CCOCC3)n2Cc2c(F)cccc2Cl)n(C)c1=O,97,3,5,99,-0.4,17,-17,-5,1.2,0.6
COc1ccc(C(=O)N(CCN2CCOCC2)CC(=O)NC2CCCC2)cc1OC,97,3,4,101,-0.4,2,-2,-7,0.93,1.1
O=C1OCCC1Sc1nc(-c2ccccc2)cs1 (configuration not stated),94,4,6,97,-0.1,28,-28,14,1.1,0.1
COc1ccccc1-n1c(SCC(=O)Nc2ccccc2F)nc2[nH]ncc2c1=O,95,5,7,100,-0.4,-5,4,-4,1.1,1.8
O=C1CC(c2ccccc2)n2nc(NC(=O)C3CCCO3)nc2N1 (configuration not stated),97,3,3,101,0.2,3,-3,-6,1.2,1.9
CCn1cc(Cl)c(C(=O)Nc2cccc(C(F)(F)F)c2)n1,103,-5,8,94,0.1,-3,3,1,1.5,1.1
CCOC(=O)N1CCN(C(=O)C2CCCN(c3nc4ccc(OCC)cc4s3)C2)CC1 (configuration not stated),99,2,1,99,0.0,11,-11,7,0.69,0.6
CC(=O)N(c1ccccc1Cl)S(=O)(=O)c1ccc(Cl)cc1,91,10,-6,105,-0.4,9,-9,-2,1.1,3.1
CCCCN(CC)C(=O)c1cccc(Cl)c1,104,-4,4,100,-0.4,-9,9,8,1.1,0.2
COCC(=O)Nc1cc(C(=O)Nc2ccccc2C)ccc1Cl,92,-3,14,95,-0.1,12,-12,6,1.4,1.4
CC(C)(C)NC(=O)C(c1ccccc1)N(C(=O)c1ccco1)C1CC1 (configuration not stated),104,-4,2,104,0.0,4,-4,-6,0.88,1.0
Cc1ccc(S(=O)(=O)N2CC=C(C(=O)NCc3ccc(F)cc3)CC2)cc1,102,-2,-8,106,-0.3,-5,5,-7,0.74,1.2
CCCC(=O)OCC(=O)Nc1cc(C(C)(C)C)nn1-c1ccccc1,97,3,-5,106,-0.3,9,-9,-8,1.1,-0.9
CC(=O)Nc1ccc(-c2csc(NNC(=O)c3ccccc3)n2)cc1,102,-6,12,93,-0.3,7,-7,3,0.99,3.6
CC(=O)Nc1cccc(NC(=O)Nc2cccc(F)c2)c1,115,-19,20,87,0.0,31,-31,15,1.3,2.1
O=C(COc1ccccc1)N1c2ccccc2Sc2ccccc21,97,3,1,99,0.0,-8,8,-2,1.1,7.7
NC(=O)N/N=C/c1ccc(-c2cccc(C(F)(F)F)c2)o1,122,-23,14,91,-0.2,34,-34,-2,1.7,2.9
COc1ccc(C2/C(=C(/O)c3ccccc3)C(=O)C(=O)N2CO)cc1 (configuration not stated),100,0,4,100,-0.3,0,0,-4,1.1,0.0

# Other results follow.
SMILES,STAT1 act,STAT1 blocker,STAT3 inh,STAT3 activator,Hsp70 activator,APP 5'UTR act,APP transl inh,FLuc inhib CS,NF-kB expr up,RAM inhibit
COc1cc(Cl)c(C)cc1NC(=O)CSc1nnc(-c2ccco2)n1CC(C)C,94,7,3,102,-0.1,7,-7,-3,0.5,3.0
Cc1cccc(C(=O)Nc2onc(C)c2C#N)c1,110,-11,2,103,0.3,0,0,-2,1.1,1.5
COc1cccc(N2CCN(Cc3nc4scc(-c5ccccc5)c4c(=O)[nH]3)CC2)c1,99,1,-6,100,-0.5,14,-14,-6,0.93,-0.7
CC(C)(C)[C@@H]1C=C(C(=O)NC2CC2)O[C@H](OCc2ccc(CO)cc2)C1,94,8,/,/,-0.2,12,-12,-3,1.5,2.0
CCOC(=O)C1(Cc2ccccc2Cl)CCN(Cc2csc(C(C)=O)c2)CC1,103,-3,-4,108,-0.1,-3,3,0,0.73,0.4
c1coc(-c2nc3c([nH]2)CCc2nonc2-3)c1,99,1,2,104,-0.2,/,/,-2,1.3,0.0
O=c1oc2ccccc2cc1-c1csc(NN=C2CCCC2)n1,108,-8,5,95,0.0,21,-21,-5,1.4,5.8
CCNc1ccc(C(=O)OCC)cc1NC(=O)c1cccc(S(=O)(=O)N(C)c2ccccc2)c1,97,3,-6,105,-0.3,14,-14,-7,0.73,4.3
CCCCn1cnc2cc(NCc3ccncc3)ccc21,95,0,12,93,0.2,-31,31,-2,1.1,-0.8
COc1ccc(-n2cc(-c3ccc(OC(F)F)cc3)[n+]3c2CCCCC3)cc1,79,22,19,86,-0.2,6,-6,-10,0.77,1.7

# 3 entries out of the list, arranged by count of non-hydrogen atoms, smallest number first.
SMILES,STAT1 act,STAT1 blocker,STAT3 inh,STAT3 activator,Hsp70 activator,APP 5'UTR act,APP transl inh,FLuc inhib CS,NF-kB expr up,RAM inhibit
O=C(O)CCCn1cc(NC(=O)c2ccc(Br)o2)cn1,96,2,16,91,-0.2,10,-10,-1,1.1,-0.1
Cc1cc2ccccc2c(=O)n1CC(=O)Nc1ccc2c(c1)OCCO2,95,6,-1,103,-0.2,-1,1,-4,1.1,5.0
CC(C)(C)n1nnnc1C(c1cccnc1)N(Cc1ccccc1)Cc1ccco1 (configuration not stated),91,10,11,94,0.3,1,-1,-4,0.78,-0.4

# Next structures.
SMILES,STAT1 act,STAT1 blocker,STAT3 inh,STAT3 activator,Hsp70 activator,APP 5'UTR act,APP transl inh,FLuc inhib CS,NF-kB expr up,RAM inhibit
Cc1nn(-c2ccccc2)c2sc(C(=O)O)cc12,101,0,4,102,-0.4,21,-21,2,1.1,-0.4
Cc1cc2cc(CCNC(=O)CC(C)(C)C)c(=O)[nH]c2cc1C,117,-22,-3,102,-0.3,-29,29,-6,1,1.1
COc1cc(OC)cc(C(=O)NC2CC3CCC(C2)N3Cc2ccco2)c1 (configuration not stated),95,5,-9,111,-0.1,1,-1,-6,1,1.8
Cc1cc(C(=O)OCC(=O)Nc2cccc(S(=O)(=O)N3CCOCC3)c2)c(C)o1,110,-5,4,97,-0.4,-7,7,-2,1.1,1.9
S=C(NCc1ccccc1)NCc1ccc(CNC(=S)NCc2ccccc2)cc1,106,-6,-4,102,0.1,9,-9,-1,2,4.3
COc1cc(NC(=O)C2C3C=CC(C3)C2C(=O)O)c(OC)cc1Cl (configuration not stated),102,-2,-7,112,0.6,12,-12,-2,1.1,-0.2
O=C(Cc1csc(Nc2nc(=S)[nH]c3ccccc23)n1)NCCCN1CCN(c2cccc(Cl)c2)CC1,91,8,-17,116,-0.4,0,0,-7,0.72,4.2
CCCCCNCc1ccc(Br)cc1,99,1,8,97,0.0,-4,4,-7,1,1.0
O=C(c1ccc(S(=O)(=O)N2CCCCCC2)cc1)N1CCC(CN2C(=O)c3cccc4cccc(c34)C2=O)CC1,81,21,13,95,-0.1,21,-21,0,0.43,6.5
